From PubChem
Nrf2 activator: qHTS of Nrf2 Activators | AID 624171, 2012 | Potency, µM (top dose mostly 46.1 µM), for the others: top-dose activation, hits mostly activators | 410,000 tested, 0.31% active | AREc32 ARE-luciferase reporter (MCF7-derived line), luminescence, 24 h; note: potency is the fitted concentration of half-maximal effect; % of control where 0% means no effect; nearly all actives have a fitted effect of over 65% in size
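Steps: seed AREc32_Fluc cells (1000/well, 5% FBS OPTI-MEM); incubate overnight at 37 deg C; add 23 nL compound; incubate 24 hr; add Steady-Glo; hold 30 min RT; read luminescence.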
IL-2 act: qHTS of IL-2 Activators; IL-2 activation reporter assay, cell-based qHTS; stimulated with anti-CD3/CD4/CD28 beads; in transgenic mouse T cells; activation, % (series mostly up to about 46 µM); 360,000 tested, 0.065% active; AID 652025, 2013; in the data active = activation above about 50%; inconclusive = mostly about 30% to 49%; note: 0% is about no effect
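Readout: EGFP and DsRed signals by fluorescent plate cytometry. Unstimulated transgenic mouse T cells received compound 60 min before antibody-bead stimulation, then incubated 18 h at 37 degrees C.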
A549 tox: Nrf2 qHTS screen for inhibitors: counterscreen for cytotoxicity | Potency, µM (titrated, usually from 46 µM), for the others: at the highest dose activity change, negative = cytotoxicity, actives largely listed as inhibitors | 390,000 tested, 0.16% active | A549 ARE-Fluc cells, CellTiter-Fluor viability, 18-24 h | AID 504648, 2011; note: potency is the fitted concentration of half-maximal effect; % is set by controls: 0 for no effect and ±100 for the full control effect
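A549 ARE_Fluc cells in 5% FBS OPTI-MEM were exposed to compounds in concentration-response for 18-24 h at 37 deg C. Viability was read by CellTiter-Fluor fluorescence (Ex 405/Em 525) after 30 min, before the luciferase read.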
TGFb SMAD3 inh: qHTS for Inhibitors of TGF-b; HepG2 CAGA-GFP TGF-b/SMAD3 reporter, GFP fluorescence, 18 h; TGF-beta stimulated, 500 pg/mL final; 410,000 tested, 1.2% active; AID 588855, 2011; Potency, µM (top dose mostly 46.1 µM), without a hit: at the highest dose activity, negative = inhibition, actives largely listed as inhibitors; note: potency is the fitted concentration of half-maximal effect; % is set by controls: 0 for no effect and ±100 for the full control effect; nearly all actives have a fitted effect of over 65% in size
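HEPG2 CAGA-GFP reporter cells (1000/well, DMEM with 1% FBS) received compounds, then recombinant TGF-beta at 500 pg/mL final for 18 hours at 37 degrees C. Per-cell GFP summed per well was normalised to unstimulated and stimulated DMSO controls before curve fitting.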
ATXN2 expr inh: Primary qHTS for Inhibitors of ATXN expression | HEK-293 ATXN2-luciferase reporter, luminescence, 24 h | Potency, µM (top dose mostly 57 µM), for the others: top-dose activity change, negative = inhibition, most hits filed as inhibitors | 360,000 tested, 0.72% active; note: potency is the fitted concentration of half-maximal effect; % is set by controls: 0 for no effect and ±100 for the full control effect; nearly all actives have a fitted effect of over 55% in size
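qHTS (up to 57 uM final) was run with 24 h compound exposure of reporter cells at 37 °C. Each well was multiplexed: SteadyGlo luminescence measured ATXN2-luciferase expression after a fluorogenic Gly-Phe-AFC viability readout (25 uM final).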
Nrf2 block: Nrf2 qHTS screen for inhibitors. A549 ARE-Fluc reporter, luciferase luminescence, 18-24 h. Potency, µM (highest dose often 46 µM), for the others: at the highest dose activity change, negative = inhibition, hits mostly inhibitors. 360,000 tested, 2.1% active; note: potency is the fitted concentration of half-maximal effect; % is set by controls: 0 for no effect and ±100 for the full control effect; nearly all actives have a fitted effect of over 60% in size
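Quantitative HTS in A549 cells stably bearing an antioxidant response element-firefly luciferase construct. Inhibition of Nrf2-driven transcription was scored by luminescence after 18-24 h of compound exposure at 37 °C.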
S2 tox: Viability Counterscreen for Primary qHTS for Inhibitors of ATXN expression. S2 cells (HEK-293 line with an ATXN2-luciferase reporter) viability, CellTiter-Fluor protease fluorescence, 24 h. Potency, µM (highest dose often 56.7 µM), most hits filed as cytotoxic. 400,000 tested, 0.49% active; note: potency is the fitted concentration of half-maximal effect; nearly all actives have a fitted effect of over 40% in size
HepG2 viability: qHTS for Inhibitors of TGF-b: Cytotox Counterscreen | 410,000 tested, 0.76% active | Potency, µM (top dose mostly 46.1 µM), for inactives: top-dose activity change, negative = cytotoxicity, hits mostly cytotoxic | HepG2 CAGA-GFP viability, ATP luminescence, 18 h; note: potency is the fitted concentration of half-maximal effect; some results filed as inactive show a strong effect at the top dose
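CellTiter-Glo luminescence gave cytotoxicity after 18 hours at 37 degrees C. The cells were HepG2 CAGA-GFP in 1% FBS DMEM, stimulated with 500 pg/mL TGF-beta after compound addition. %Activity was normalised to no-cell wells (complete cell-killing) and DMSO (no toxicity), and curves were fitted and classified.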
EPAC2 agonist: qHTS for Agonist of cAMP-regulated guanine nucleotide exchange factor 4 (EPAC2): primary screen. 360,000 tested, 0.079% active. Potency, µM (titrated, usually from 154 µM), without a hit: at the highest dose activation, usual class: activators. EPAC2 activation, biochemical qHTS; response scale: 100% = 6.5 mM cAMP response. Rap guanine nucleotide exchange factor 4 (Homo sapiens), Q8WZA2; note: potency is the fitted concentration of half-maximal effect; nearly all actives have a fitted effect of over 50% in size
Target sequence (Q8WZA2 whole entry, looked up): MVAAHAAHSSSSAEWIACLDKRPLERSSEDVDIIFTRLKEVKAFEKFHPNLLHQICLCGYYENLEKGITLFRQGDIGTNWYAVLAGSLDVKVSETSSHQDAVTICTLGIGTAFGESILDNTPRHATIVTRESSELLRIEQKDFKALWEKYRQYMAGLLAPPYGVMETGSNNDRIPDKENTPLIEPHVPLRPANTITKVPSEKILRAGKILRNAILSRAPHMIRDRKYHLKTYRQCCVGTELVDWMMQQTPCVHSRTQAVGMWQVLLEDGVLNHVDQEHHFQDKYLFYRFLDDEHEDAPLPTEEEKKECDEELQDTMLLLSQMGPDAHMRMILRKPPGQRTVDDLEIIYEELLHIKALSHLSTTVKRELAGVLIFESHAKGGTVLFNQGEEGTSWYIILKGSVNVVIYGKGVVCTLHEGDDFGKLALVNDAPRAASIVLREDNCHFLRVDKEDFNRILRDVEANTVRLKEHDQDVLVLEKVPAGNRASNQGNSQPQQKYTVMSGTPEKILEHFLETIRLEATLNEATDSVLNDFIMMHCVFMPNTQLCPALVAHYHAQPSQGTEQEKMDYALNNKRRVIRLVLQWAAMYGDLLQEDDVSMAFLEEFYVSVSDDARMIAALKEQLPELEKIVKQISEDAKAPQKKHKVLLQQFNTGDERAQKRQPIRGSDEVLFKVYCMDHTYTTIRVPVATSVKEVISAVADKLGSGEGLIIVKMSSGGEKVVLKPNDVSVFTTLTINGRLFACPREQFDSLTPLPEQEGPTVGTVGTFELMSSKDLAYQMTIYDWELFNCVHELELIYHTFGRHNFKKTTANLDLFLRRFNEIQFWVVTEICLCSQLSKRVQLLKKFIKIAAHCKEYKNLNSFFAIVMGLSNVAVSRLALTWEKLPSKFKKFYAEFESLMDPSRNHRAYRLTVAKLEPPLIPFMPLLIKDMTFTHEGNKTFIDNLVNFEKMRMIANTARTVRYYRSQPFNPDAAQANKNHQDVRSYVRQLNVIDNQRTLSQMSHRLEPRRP
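qHTS, titration series. 100 nM EPAC2 / 250 nM Rap1B-BODIPY-GDP / 50 uM GDP; RT; ex 480/em 540 nm, 5-min reads to 30 min. Norm. to 6.5 mM cAMP = activation.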
An asterisk follows results filed as active; i = inactive; ? = inconclusive; . = no result given; & = joins results of further samples; [ ] = remark or other dose. Unless noted, calls come from the whole dose curve; as a rule, active = well fitted curve in the direction sought with a large enough effect; inconclusive = small, poorly fitted or top-dose-only effect, or another doubt; inactive = no such curve, though single readings can be large; an effect the other way counts as inactive or inconclusive.

SMILES	Nrf2 activator	IL-2 act	A549 tox	TGFb SMAD3 inh	ATXN2 expr inh	Nrf2 block	S2 tox	HepG2 viability	EPAC2 agonist
CC[C@@H]1CCCCc2ccccc2[C@@H](C(=O)C[C@@H](O)CC(C)=O)OC1=O	0.6%	-0.1	-11%	-32%	1%	16%	i	-23%	2%
CC(C)c1ccc(CCNC(=O)CCNS(=O)(=O)c2ccc(Br)cc2)cc1	-0.3%	-0.7	0%	-18%	.	-24%	i	-24%	-10%
Cc1cccc(NS(=O)(=O)Cc2ccccc2)c1C	0.0%	-0.6	1%	7%	12%	0%	i	-10%	13%
CC1CC(N(C(=O)c2ccccc2Cl)c2ccccc2)c2ccccc2N1 (stereo not given)	?	-1.6	-17%	-7%	-12%	?	i	1%	7%
c1csc(-c2cnc3n2CCCC3)c1	-0.6%	0.2	-2%	2%	5%	-4%	i	3%	-2%
O=C(O)C1=C(C(=O)Nc2ccc(F)c(Cl)c2)CCCC1	-0.1%	3.4	-20%	-2%	-9%	8%	i	-3%	5%
CC(C)C1(C(C)C)OC(=O)c2ccccc21	-0.7%	-2.7	-2%	32%[activator]	-19%	3%	i	10%	3%
CCCc1cc(=O)[nH]c(SCC(=O)Nc2cc(S(=O)(=O)N3CCOCC3)ccc2Cl)n1	1.7%	1.3	1%	0%	2%	-3%	i	-50%	11%
c1ccc2c(c1)nc1n2CCS1	0.1%	-3.2	3%	-7%	-12%	1%	i	-7%	0%
COc1ccc(CN2CCN(C(C)C(=O)N3CCc4ccccc43)CC2)cc1OC (stereo not given)	0.3%	-0.1	2%	12%	-8%	-3%	i	-8%	18%

The closing two compounds of the section above are carried over, then new ones follow:
SMILES	Nrf2 activator	IL-2 act	A549 tox	TGFb SMAD3 inh	ATXN2 expr inh	Nrf2 block	S2 tox	HepG2 viability	EPAC2 agonist
c1ccc2c(c1)nc1n2CCS1	0.1%	-3.2	3%	-7%	-12%	1%	i	-7%	0%
COc1ccc(CN2CCN(C(C)C(=O)N3CCc4ccccc43)CC2)cc1OC (stereo not given)	0.3%	-0.1	2%	12%	-8%	-3%	i	-8%	18%
NC(=O)c1nc(Nc2ccccc2)sc1NC(=O)c1ccccc1Br	?	.	10%	8%	.	.	.	-63%	.
O=C(CCCSc1nc2ccccc2[nH]1)NC(c1ccccc1)c1ccccc1	-0.3%	1.3	-1%	-7%	-38%	-29%	i	-50%	7%
Cc1nc(NC(=O)c2c(-c3ccccc3)c(-c3ccccc3)nn(C)c2=O)sc1C	6.2%	.	-4%	-9%	.	21%	.	0%	.
COc1ccc(OC)c(NS(=O)(=O)c2ccc(NC(=O)C3COc4ccccc4O3)cc2)c1 (stereo not given)	0.2%	-1.9	-20%	?	-32%	16µM*	i	-19%	24%
Cc1cc(C(=O)CN2C(=O)C(=O)N(Cc3ccccc3)C2=O)c(C)n1Cc1ccccc1	-0.2%	-5.6	-1%	-12%	1%	-41%	i	5%	4%
O=S(=O)(NC1CCCc2ccccc21)c1cnc[nH]1 (stereo not given)	-0.7%	0.9	-3%	12%	2%	3%	i	-4%	-3%
CCOc1ccc(NC(=O)CSc2cc(C)c3ccccc3n2)cc1	-0.6%	.	1%	-4%	.	.	.	-14%	.
CC(=O)Nc1ccc(NC(=O)CSc2nnc(C)c(=O)[nH]2)cc1	0.1%	-1.0	-3%	0%	2%	12%	i	10%	7%
Cc1cc(=O)oc2ccc(OC(=O)c3cccc(S(=O)(=O)N4CCOCC4)c3)cc12	2.6%	-0.2	-4%	-8%	0%	?	i	9%	0%
CC12CCC(=O)N1C(C(=O)Nc1nc3ccc(S(C)(=O)=O)cc3s1)CS2 (stereo not given)	-0.3%	-0.3	-8%	-1%	7%	8%	i	5%	7%
COc1ccc(C2=CC(c3ccc(Cl)cc3)n3cnnc3N2)cc1OC (stereo not given)	-0.2%	0.8	?	14%	-23%	?	.	-10%	-3%
O=S(=O)(c1ccc2c(c1)OCCO2)N1CCC(n2cnc3cc(F)ccc32)CC1	-0.2%	-2.2	-7%	-8%	-9%	-22%	i	-35%	19%
O=C(CNC(=O)Cc1ccccc1)N=Nc1c(O)n(Cc2ccc3c(c2)OCO3)c2ccccc12	5.6%	1.6	-8%	-9%	-17%	-5%	i	9%	0%
O=C1CCN(Cc2ccccc2)S(=O)(=O)c2ccccc21	0.6%	-0.3	0%&-4%	-6%&-9%	-5%	14%&-3%	i	6%&-7%	1%
O=C(NC1CC1)c1cc2cc3ccccc3nc2s1	0.2%	-3.6	-3%	2%	32%[activator]	20%	i	4%	7%
O=C(NC(c1ccc(Cl)cc1)c1ccsc1)C1CCN(Cc2cccc(Cl)c2)CC1 (stereo not given)	-0.3%	0.1	.	?	?	.	?	-49%	9%
CCN1C(=O)N[C@@H](CCc2ccccc2)C(C(=O)OC)=C1C	0.7%	0.1	0%	?	-2%	-12%	i	-2%	3%
CCC(C)(C)NC(=O)C(c1cccnc1)N(CCOC)C(=O)Cn1nnc2ccccc21 (stereo not given)	-0.5%	-3.0	-19%	7%	2%	4%	?	4%	2%
C=C(C)Cn1c(=O)c2c(nc3n2CCCN3CCc2ccccc2)n(C)c1=O	-0.1%	-4.0	2%	-9%	-15%	?	i	-14%	3%
Cc1cc2ccccc2n1CCNC(=O)c1ccc(F)cc1	-0.7%	.	0%	?	5%	-10%	i	-28%	.
COCCNC(=O)CC(NS(=O)(=O)c1ccc(C)cc1)c1ccco1 (stereo not given)	-1.3%	-0.2	2%	73%[activator]	1%	.	i	69%	4%
O=S(=O)(NCc1nc2cccnc2n1Cc1ccc(F)cc1)c1ccc2c(c1)CCCC2	-1.3%	.	-1%	?	.	.	.	-25%	.
OCn1c2ccccc2c2ccccc21	5.8%	0.2	12%	28%	.	1%	i	-23%	2%
COc1cccc(C(=O)c2c(-c3ccccc3)ncc3cc(OC)c(OC)cc23)c1	7.1%	-0.5	-3%	-8%	-24%	-29%	i	4%	14%
O=C(N/C(=C\c1ccc([N+](=O)[O-])cc1)C(=O)N1CCCCC1)c1ccco1	0.3%	-0.6	3%	-2%	4%	0%	i	-2%	10%
Fc1cc(Cl)ccc1Nc1nc(NCc2ccccc2)nc2ccsc12	7.4%	-0.6	.	?	-11%	.	i	-35%	11%
CC(C)(C)C(=O)C[n+]1cccc(C(N)=O)c1	-0.1%	-2.2	-2%	2%	6%	-1%	i	-3%	5%
Cc1ccc(CC(=O)N(C)CC(=O)N(CC(C)C)c2c(N)n(CC(C)C)c(=O)[nH]c2=O)cc1C	-0.1%	-4.1	-13%	9%	-1%	0%	i	9%	-1%
O=c1n(Cc2ccc(F)cc2)nc2n1-c1cc(Cl)ccc1OC2	-0.9%	.	3%	7%	9%	18%	i	4%	.
COc1ccc(NC(=O)CN(C)S(=O)(=O)c2ccccc2)cc1OC	-0.4%	2.5	-20%	-3%	3%	-24%	i	-1%	16%
O=S(=O)(NC1CC1)c1ccc(S(=O)(=O)N2CCc3ccccc32)cc1	0.2%	-1.3	0%	?	-12%	?	i	-16%	14%
CCn1ncc([N+](=O)[O-])c1C(=O)N1CCc2ccccc2C1	2.5%	-0.5	1%	-1%	12%	12%	i	11%	1%
CCOn1c(=O)c(-c2cccc([N+](=O)[O-])c2)[n+]([O-])c2ccccc21	?	-3.0	0%	4%	-20%[11.3 µM]	-7%	i	2%	4%
Cc1ccccc1Cn1cnc2c(nnn2Cc2ccc(F)cc2)c1=O	-0.3%	-1.4	1%	-3%	-3%	.	i	3%	-9%
C=CCN1C(=O)/C(=C/c2ccc(-c3ccc(F)cc3)o2)SC1=S	0.9%	-0.2	3%	-12%	6%	6%	i	-8%	0%
Cc1ccc(NC(=O)c2ccc(COc3ccccc3Cl)o2)cc1	0.8%	.	-10%	-11%	?	.	i	-80%	.
Cc1ccc(NC(=O)C2CCCN2c2nn3c(=O)cc(C)nc3s2)cc1 (stereo not given)	-0.6%	-0.3	-5%	0%	-14%	10%	.	-1%	-8%
O=C(CSc1nc(Cc2ccccc2)nc2ccccc12)c1ccc2c(c1)OCCO2	3.9%	-4.2	-24%	3%	-21%	?	i	-4%	8%
Cc1ccc(S(=O)(=O)N2CCCCC2)cc1NC(=O)COC(=O)CNC(=O)c1cc(Cl)cc([N+](=O)[O-])c1	0.0%	-0.5	-4%	0%	9%	4%	i	-4%	-4%
Clc1ccc(CSc2ncnc3nc[nH]c23)cc1	3.3%	-1.5	-5%	-17%	.	?	i	-21%	8%
Cc1ccc(-c2onc3ccc(C4OCCO4)cc23)cc1	0.5%	3.5	0%	-16%	7%	14%	i	-4%	3%
CCc1ccc(CN(C(=O)c2ccco2)C2CCS(=O)(=O)C2)cc1 (stereo not given)	-0.2%	-0.6	-1%	6%	-14%	-23%	i	-20%	14%
Cc1ccc(OC(=O)CCc2c(C)nc3ncnn3c2C)cc1	-0.8%	1.7	-10%	10%	4%	26%	i	2%	-4%
Cc1ccc(NS(=O)(=O)c2ccc(CCC(=O)NCc3cccnc3)cc2)cc1	0.4%	0.8	-4%	-1%	-32%	?	i	-13%	5%

Part of the list above, showing only ATXN2 expr inh, EPAC2 agonist and S2 tox:
canonical_smiles	ATXN2 expr inh	EPAC2 agonist	S2 tox
Cc1ccc(OC(=O)CCc2c(C)nc3ncnn3c2C)cc1	4%	-4%	i
Cc1ccc(-c2onc3ccc(C4OCCO4)cc23)cc1	7%	3%	i
CCc1ccc(CN(C(=O)c2ccco2)C2CCS(=O)(=O)C2)cc1 (stereo not given)	-14%	14%	i
